GPR151 ag: activators of human GPR151, primary screen, cell-based, PathHunter beta-arrestin, luminescence; G-protein coupled receptor 151 (Homo sapiens), Q8TDV0; PathHunter beta-arrestin GPR151 cells; activation, % at 11.2 µM; 1% of 650,000 active; in the data active = activation above about 4.9%;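 also: 0% = median of compound wells and 100% = cells with positive control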
Target sequence (Q8TDV0 whole entry, looked up): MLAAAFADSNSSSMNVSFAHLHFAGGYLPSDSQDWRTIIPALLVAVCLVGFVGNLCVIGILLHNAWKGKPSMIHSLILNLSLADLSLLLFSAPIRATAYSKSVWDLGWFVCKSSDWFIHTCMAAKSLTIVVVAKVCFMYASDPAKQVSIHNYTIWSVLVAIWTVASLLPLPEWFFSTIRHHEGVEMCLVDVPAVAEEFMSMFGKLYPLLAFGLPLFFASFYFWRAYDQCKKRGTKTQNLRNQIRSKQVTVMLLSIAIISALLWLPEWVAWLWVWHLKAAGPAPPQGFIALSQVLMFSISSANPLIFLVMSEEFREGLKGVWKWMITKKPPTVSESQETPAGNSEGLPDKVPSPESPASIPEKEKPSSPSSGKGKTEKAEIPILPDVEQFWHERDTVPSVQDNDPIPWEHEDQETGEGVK
FBW7 activator: FBW7 E3 ligase activators, primary screen, biochemical, AlphaScreen, human; 0.13% of 650,000 active; AID 1259310, 2017; normalized activity (activation), % at 26.1 µM; F-box/WD repeat-containing protein 7 (Homo sapiens), Q969H0; AlphaScreen FBW7–phospho-cyclin E peptide binding, activator screen; in the data active = normalized activity above about 1.9%;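 also: purified mutant Fbw7 with reduced substrate affinity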
Target sequence (Q969H0 whole entry, looked up): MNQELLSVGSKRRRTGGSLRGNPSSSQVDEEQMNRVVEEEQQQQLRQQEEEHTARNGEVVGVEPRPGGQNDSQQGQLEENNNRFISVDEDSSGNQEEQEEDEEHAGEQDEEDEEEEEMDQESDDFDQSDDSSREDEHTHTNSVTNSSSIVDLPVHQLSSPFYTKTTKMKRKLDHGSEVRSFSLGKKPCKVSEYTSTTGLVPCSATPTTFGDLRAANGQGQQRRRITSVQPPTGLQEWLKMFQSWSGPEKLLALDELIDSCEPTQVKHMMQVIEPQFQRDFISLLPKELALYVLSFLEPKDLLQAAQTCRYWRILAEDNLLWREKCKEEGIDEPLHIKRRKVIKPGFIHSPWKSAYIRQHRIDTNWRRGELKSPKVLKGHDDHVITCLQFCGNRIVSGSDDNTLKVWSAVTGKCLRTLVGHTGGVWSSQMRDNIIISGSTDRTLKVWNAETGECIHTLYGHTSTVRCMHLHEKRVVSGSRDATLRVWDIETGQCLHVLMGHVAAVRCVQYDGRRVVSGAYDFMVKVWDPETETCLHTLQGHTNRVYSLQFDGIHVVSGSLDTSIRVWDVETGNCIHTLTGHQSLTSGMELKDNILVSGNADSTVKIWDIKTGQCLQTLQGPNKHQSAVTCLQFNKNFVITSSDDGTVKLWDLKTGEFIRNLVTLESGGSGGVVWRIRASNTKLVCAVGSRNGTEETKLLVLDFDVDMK
MITF primary: MITF inhibitors, primary screen, biochemical, AlphaScreen, human; 0.91% of 650,000 active; Microphthalmia-associated transcription factor (Homo sapiens), O75030; AlphaScreen MITF homodimerization, bead proximity signal; inhibition, % at 2.6 µM; AID 1259374, 2018; in the data active = inhibition above about 50%;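 also: 0% = vehicle wells with protein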
TEAD-YAP block: TEAD-YAP interaction inhibition, primary screen, TEAD-YAP interaction inhibitor project, luminescence, HEK-TIYL cells; AID 1259422, 2018; TEAD-Gal4/YAP UAS-luciferase luminescence; inhibition, % at 9.12 µM; 1.4% of 640,000 active; in the data active = inhibition above about 32%;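 also: 0% = median of test compound wells and 100% = reference inhibitor wells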
* marks the source's active call; other numbers are inactive results; & = joins results of further samples.

SMILES	GPR151 ag	FBW7 activator	MITF primary	TEAD-YAP block
Cc1cc(C)c2c(c1)cc(CN(C(=O)c1ccncc1)C1CCCCC1)c1nnnn12	0.2	0.1	1	-6
Cc1cc(OCC(=O)O/N=C(\N)c2cccc([N+](=O)[O-])c2)c(C)cc1Br	-0.7	-0.1	7	-9
CC(=O)Nc1ccc(S(=O)(=O)N2CCCC(c3[nH]ncc3-c3ccncc3)C2)cc1 (stereo not given)	2.8	0.0	1	-2
CCOc1ccc(CNCc2c(C(=O)O)c(C)n(Cc3ccc(C)cc3)c2C)cc1OC	1.2	0.1	5	4
Cc1cc(C)n(CCNc2nncc(-c3ccc4c(c3)OCO4)n2)n1	-0.2	0.1	2	28
O=C(Oc1ccccc1)c1ccc(S(=O)(=O)N2CCCCC2)cc1	0.0	0.2	12	-6
Cc1cc(CC2(C)C(=O)Nc3ccc(S(=O)(=O)NC4CCCCC4)cc32)no1 (stereo not given)	0.1	0.1	8	2
O=S(=O)(c1ccc(-n2cccn2)cc1)N(Cc1ccccn1)Cc1ccccn1	-1.7	-0.5	21	3
NS(=O)(=O)c1ccc(NC2=CC(=O)C(=O)c3ccccc32)cc1	-0.2	0.1	-16	-2
N#Cc1cc(Cl)c2c(c1)OCCCO2	-0.5	0.0	8	-6
COc1ccc(-c2cc(C(=O)NCc3ccccn3)on2)cc1OC	-1.4	-0.2	-4	1
O=C(NCCCCCCNC(=O)NNC(=O)c1cccnc1)NNC(=O)c1cccnc1	-1.0	0.1	-14	11
COc1ccccc1C(=O)Nc1ccc2ccccc2c1	0.4	-0.2	1	-61
NC(=O)CN1C(=O)/C(=C\c2ccc(F)cc2)N=C1c1ccccc1	-0.4	0.1	3	17
O=C(CSc1nc(O)cc(=O)[nH]1)c1ccc(O)cc1O	0.0	-0.4	8	9
CC(=O)c1ccc(NC(=S)NNC(=O)NC2CCCCC2)cc1	3.3	0.0	7	-25
COc1ccccc1CNC(=O)c1cnn2c(C)c3c(nc12)CCCC3	3.2	-0.1	5	-1
CCOC(=O)N1CCC(N2CC3(C)CC2CC(C)(C)C3)CC1 (stereo not given)	-0.6	-0.2	-3	2
COC(=O)/C=C1/Nc2ccccc2OC1=O	-0.8	-0.5	-2	-22
O=C1c2ccccc2C(=O)C1c1ccc(O)cc1	-1.9	0.5	-5	1
C=CCn1c(OC)nc2c1c(=O)n(C)c(=O)n2C	2.1	-0.1	2	-1
O=S(=O)(c1ccc2c(c1)OCCO2)N1CCC(O)CC1	-0.2	0.1	5	1
CCOc1ccc(S(=O)(=O)NCCC(=O)OCC(=O)c2ccc[nH]2)cc1	-0.8	-0.1	7	7
Cc1cc(C(=O)NCc2ccc(F)cc2)c2c(C)nn(-c3ccccc3)c2n1	4.5	-0.1	-3	2
COC(=O)CSc1nnc(COc2cccc(OC)c2)n1CCc1ccccc1	-1.0	0.1	13	4
O=C(c1ccccc1)N1CCSc2ccccc21	1.1	0.1	5	0
CN(Cc1ccccc1)c1ccnc2c(-c3ccc(C(=O)NC4CC4)cc3)cnn12	-0.4	-0.4	-12	-6
Nc1nc(SCC(=O)Nc2ccccc2F)[nH]c(=O)c1NC(=O)c1ccco1	-1.5	0.0	3	10
CC(C)(C)C1CCc2c(sc3nc(SCc4ccc(Br)cc4)nc(N)c23)C1 (stereo not given)	-0.3	0.2	-10	-1
CC(CNC(=O)CN(c1ccc(F)cc1)S(=O)(=O)c1ccccc1)NC(=O)CN(c1ccc(F)cc1)S(=O)(=O)c1ccccc1 (stereo not given)	1.3	0.1	-7	3
COc1cc(C2C(C(=O)Nc3ccc(Br)cn3)=C(C)NC3=C2C(=O)CCC3)cc(OC)c1OC (stereo not given)	0.5	0.1	16	-1
CCCCOC(=O)C1=C(C)NC(=O)NC1c1cccc(Cl)c1 (stereo not given)	1.3	0.1	-5	-2
COc1ccc(OC)c(C2N=C(N)Nc3nc4ccccc4n32)c1 (stereo not given)	-0.9	0.3	6	12
CCOC(=O)C1=C(C)NC2=C(C(=O)CC(c3ccc(Cl)cc3)C2)C1c1ccc(F)cc1 (stereo not given)	-0.4	0.1	-8	-4
CCOc1ccccc1NC(=O)c1c(NC(=O)c2ccco2)sc2c1CCC2	-1.1	0.2	-4	8
O=C(Nc1ccc(Cl)cc1)c1ccc(N2CC3CC(C2)c2cccc(=O)n2C3)c([N+](=O)[O-])c1 (stereo not given)	-1.4	0.1	0	-9
COc1ccc2c(c1)C1=NN(/C(C)=C/C(C)=O)C(c3ccc([N+](=O)[O-])cc3)C1CC2 (stereo not given)	0.3	0.0	5	-9
CC1(C)C(c2cccs2)=[N+]([O-])C2(CCCCC/C2=N\O)N1O (stereo not given)	-0.5	0.1	-6	-2
COC(=O)C1(CO)NC(c2ccc(Cl)cc2)C2C(=O)N(C)C(=O)C21 (stereo not given)	-0.8	0.0	-2	-2
CCSc1ccsc1C1C(C#N)=C(N)N(c2cccnc2)C2=C1C(=O)CC(C)(C)C2 (stereo not given)	-0.2	0.2	-16	-10
O=[N+]([O-])C(=C1SCCS1)C(=C(Cl)Cl)N1CCC2(CC1)OCCO2	-0.4	0.6	27	5
CCOC(=O)N1CCC(N2CCN(CC)CC2)CC1	-0.8	-0.1	-5	6
COc1ccc(NC(=O)NNC(=O)c2ccccc2-n2cccc2)cc1OC	-1.0	-0.1	1	11
Nc1ccc(C(=O)OCC(=O)Nc2ccc(Br)cc2Br)cc1	-0.7	0.0	-6	-11
COc1ccccc1C(=O)N/C(=C\c1ccc2c(c1)OCO2)C(=O)NC(CCSC)C(=O)O (stereo not given)	0.8	0.0	9	3
CCCN1C(=O)c2ccccc2NC1c1ccc(O)c(OCC)c1 (stereo not given)	-0.2	-0.2	-5	-2
CCOc1ccccc1NC(=O)C(C)N1C(=O)c2cccc3cccc1c23 (stereo not given)	1.0	0.0	8	3
COc1ccc(/C(C)=N/NC(=O)c2ccncc2)c(OC)c1	0.4	-0.1	0	0
O=C(NC(=S)Nc1ccc(-c2nc3ccccc3s2)cc1)c1cc2ccccc2o1	1.1	-0.1	-3	-1
C[n+]1cc(-c2ccccc2)nc(N2CCOCC2)n1	0.3	-0.4	-4	-4
O=C(c1ccccc1Cl)N1CCC(O)(c2cccnc2)CC1	-0.3	0.0	-1	8
O=C1CCCN1CCn1cnc2c(NCCO)nc(Nc3ccc(C(F)(F)F)cc3)nc21	-0.8	0.1	4	-1
Cc1ccc(Nc2ncnc3c2cnn3C)cc1F	-0.1	0.0	13	-10
Cn1c(=O)c2c(SCC(=O)N3CCCc4ccccc43)nc(-c3ccc(F)cc3)nc2n(C)c1=O	-0.5	-0.1	-6	-4
CN(C)C(=O)COC(=O)c1cncc(Br)c1	0.6	0.2	-6	4
COc1ccc(N(CC(=O)NCc2ccccn2)S(=O)(=O)c2ccc(C)cc2)cc1	0.1	0.2	8	6
CCOc1ccccc1NC(=O)CSc1nc(N)c(C#N)cc1C#N	1.1	0.0	6	0
O=C(CCCOc1ccccc1)Nn1cnnc1	-0.7	-0.2	-2	1
O=C(Nc1cccc2ccccc12)c1cc(Cl)ccc1O	-2.3	0.3	9	64*
CN1C(C(=O)NC(C)(C)C)=CC(c2cccs2)=NS1(=O)=O	0.1	-0.2	1	-7
The results go on:
SMILES	GPR151 ag	FBW7 activator	MITF primary	TEAD-YAP block
O=C(Oc1cccc(/C=N/NC(=O)C(O)c2ccccc2)c1)c1ccccc1 (stereo not given)	0.9	0.0	-7	3
O=S(=O)(c1ccccc1)N1CCC(O)(CSc2ccc(Cl)cc2)CC1	-0.1	0.0	5	39*
COc1ccccc1NC(=O)c1sc2nc(C)nc(N3CCN(c4ccccn4)CC3)c2c1C	1.8	-0.5	-2	-7
CCOCCCNC(=O)c1nnc(Cc2ccc(OC)c(OC)c2)o1	0.2	0.5	-4	0
O=C(NC(Nc1ccc(C(F)(F)F)cc1Cl)C(=O)c1ccccc1)c1ccccc1 (stereo not given)	-0.3	-0.1	1	-16
C[C@H](O)C(=O)N[C@@H]1CCN(C(=O)c2cnccc2Nc2ccc(Cl)c(F)c2)C1	-0.5	0.6	7	-1
Cc1sc2ncnc(SCC(=O)OC(C)C)c2c1C	0.0	0.0	5	-4
CN(Cc1cnccn1)c1nc2nonc2nc1N1CCSCC1	-1.5	0.1	15	-4
Cc1ccsc1/C=C1\N=C(c2ccccc2Cl)OC1=O	-1.1	0.1	11	-12
COc1ccc(-c2noc(CCC(=O)NC(C)C)n2)cc1	1.1	0.1	2	14
COc1ccc(C(=O)NCc2nnc(SCC(=O)N3N=C(c4cccs4)CC3c3ccc(OC)cc3)n2-c2cc(C)ccc2C)cc1 (stereo not given)	1.5	-0.1	-3	-30
O=C(c1ccc2nc(N3C(=O)c4ccccc4C3=O)sc2c1)N1CCOCC1	3.1	-0.1	13	-2

A draw from above in order of number of heavy atoms, rising.
SMILES	GPR151 ag	FBW7 activator	MITF primary	TEAD-YAP block
N#Cc1cc(Cl)c2c(c1)OCCCO2	-0.5	0.0	8	-6
O=C(c1ccccc1)N1CCSc2ccccc21	1.1	0.1	5	0
CCOC(=O)N1CCC(N2CCN(CC)CC2)CC1	-0.8	-0.1	-5	6
COc1ccccc1C(=O)Nc1ccc2ccccc2c1	0.4	-0.2	1	-61
CCOC(=O)N1CCC(N2CC3(C)CC2CC(C)(C)C3)CC1 (stereo not given)	-0.6	-0.2	-3	2
COc1ccc(OC)c(C2N=C(N)Nc3nc4ccccc4n32)c1 (stereo not given)	-0.9	0.3	6	12
CCOCCCNC(=O)c1nnc(Cc2ccc(OC)c(OC)c2)o1	0.2	0.5	-4	0
Cc1cc(OCC(=O)O/N=C(\N)c2cccc([N+](=O)[O-])c2)c(C)cc1Br	-0.7	-0.1	7	-9
C[C@H](O)C(=O)N[C@@H]1CCN(C(=O)c2cnccc2Nc2ccc(Cl)c(F)c2)C1	-0.5	0.6	7	-1
COC(=O)CSc1nnc(COc2cccc(OC)c2)n1CCc1ccccc1	-1.0	0.1	13	4
O=C(NC(=S)Nc1ccc(-c2nc3ccccc3s2)cc1)c1cc2ccccc2o1	1.1	-0.1	-3	-1
CCOc1ccc(CNCc2c(C(=O)O)c(C)n(Cc3ccc(C)cc3)c2C)cc1OC	1.2	0.1	5	4
Cn1c(=O)c2c(SCC(=O)N3CCCc4ccccc43)nc(-c3ccc(F)cc3)nc2n(C)c1=O	-0.5	-0.1	-6	-4

(cont.)
SMILES	GPR151 ag	FBW7 activator	MITF primary	TEAD-YAP block
CC(C)Nc1nc(NC(C)C)nc(N(C)C)n1	1.6	-0.1	1	13
NCCCNC(=O)c1c(O)c2c([nH]c1=O)CCCC2	1.2	-0.2	-5	-5
Cc1cccc(OCC(=O)Nc2ccc(S(=O)(=O)Nc3ccc(F)cc3)cc2)c1	-0.2	-0.2	6	7
N#CC1=C(N)Oc2n[nH]c(-c3ccccc3)c2C1c1ccccc1F (stereo not given)	0.2	0.0	-15	-5
CN1CCN(CC(O)COc2ccc(Br)cc2)CC1 (stereo not given)	-0.1	0.1	-6	-1
Cc1ccc(CC2(CCC(=O)N3CCCCC3c3ccccn3)CCC(=O)N2)cc1 (stereo not given)	0.4	-0.2	-2	-2
CCN(CC)CCNC(=O)COc1ccc(Cl)cc1Cl	1.3	0.0	10	-4
C=CCn1c(C(CCCC)CC(C)O)n[nH]c1=S (stereo not given)	-0.4	0.1	0	-3
Cn1/c(=N\NC(=O)c2ccccc2Cl)sc2ccccc21	0.0	-0.1	15	-45
CCN(CC)CCN1CCN(c2ccnc3c(-c4cccc(Cl)c4)cnn23)CC1	-0.4	0.2	2	-39
COC(=O)CSc1nnc2sc3ccccc3n12	-1.4	-0.2	-1	-1
CCOc1ccc2ccccc2c1/C=N\NC(=O)CNC(=O)c1ccccc1O	0.2	-0.1	8	4
Cc1cc(C)n(C(=O)COc2ccc(Br)cc2C)n1	0.7	0.0	3	2
O=C(Nc1cccc(F)c1)N1CCC2(CC1)OCc1cc(F)ccc1O2	-0.2	-0.2	-20	-7
COCCNC(=S)N1CCN(S(C)(=O)=O)CC1	-0.8	0.6	10	-1
Cc1ccc(NC(=O)c2cc(S(=O)(=O)NC3CCCCC3)ccc2F)cc1Cl	-1.2	0.3	17	16
COc1ccc([C@@H]2CN(S(C)(=O)=O)C[C@H]2c2nc3ccc(-c4cn[nH]c4)cc3[nH]2)cc1	-1.8	0.7	11	-20
COc1ccc(CC2(CCC(=O)NCCc3ccc4ccccc4c3)CCC(=O)N2)cc1 (stereo not given)	-0.7	0.1	5	4
CCC(CO)Nc1ccc2ncc(-c3ccc(F)c(Cl)c3)n2n1 (stereo not given)	0.6	-0.4	9	23
CC(C)C(=O)N1CC[C@@H]2[C@H](CCCN2C(=O)c2ccsc2)C1	2.8	0.2	5	2
CCCN(CC1CCCO1)C(=O)CCc1nnc(-c2ccc(C)s2)o1 (stereo not given)	-0.4	-0.1	-14	-66
Cc1ccccc1-c1nc(CN2CCC(C(=O)NCCCN3CCCC3)CC2)c(C)o1	0.2	-0.1	-35	-11
CCOC(=O)c1c(NC(=O)c2ccc([N+](=O)[O-])cc2)sc2c1CCC(C#N)(c1ccccc1)C2 (stereo not given)	0.9	0.0	4	-9
COc1cc(Nc2cc(NC3CCN(Cc4ccccc4)CC3)nc(N)n2)cc(OC)c1OC	1.1&1.3	-0.1&-0.3	8&-8	-8&-5
CCOc1cccc(CN2CCC(CCC(=O)NCCN(C)C)CC2)c1	0.4	-0.2	-1	-3
COc1ccc(NC(=O)CNC(=O)c2ccccc2)cc1	-1.1	0.0	-2	-52
